From PubChem BioAssay
eIF4E-4G inh – eIF4E/eIF4G interaction inhibition in translation initiation; 220,000 tested, 0.37% active; P63073+Q04637; TR-FRET eIF4E-eIF4GI(517-606) binding, 2 h; inhibition, % at 21.7 µM;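 active means inhibition above about 30%, limit read from the data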;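 further: 0% = full FRET control wells and 100% = background wells lacking eIF4GI fragment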
EBV gp42 block – inhibitors of Epstein-Barr virus glycoprotein 42. Q1HVG2. Fluorescence polarization binding assay, mP read-out. inhibition, % (tested at 21.74 µM). 220,000 tested, 0.42% active. AID 1085; in the data active means inhibition above about 50%
Target sequence (Q1HVG2 whole entry, looked up): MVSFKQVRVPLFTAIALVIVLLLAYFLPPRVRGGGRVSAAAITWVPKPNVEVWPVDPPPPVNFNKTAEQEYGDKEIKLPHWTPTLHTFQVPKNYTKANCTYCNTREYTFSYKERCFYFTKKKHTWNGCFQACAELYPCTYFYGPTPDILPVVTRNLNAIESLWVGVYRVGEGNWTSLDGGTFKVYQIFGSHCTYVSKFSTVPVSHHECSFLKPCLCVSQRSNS
Mdm2 ligase inh – blocks human Mdm2 ubiquitin ligase activity | cell-based MDM2 ubiquitination luciferase reporter, 2 h; 0 = plate control, 100 = twice control, blank-subtracted | signal enhancement, % at 5 µM | 210,000 tested, 0.11% active;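 active means signal enhancement of 30% or more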;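 further: luminescence tracks abundance of the self-degrading MDM2-luciferase fusion protein; higher signal means inhibition of MDM2 E3 ligase activity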
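test system = mammalian cells stably expressing self-ubiquitinating, self-degrading MDM2 E3–luciferase fusion | quantity = 2000 cells/well | incubation = cell settling 4 h, compound treatment 2 h, both 37 °C | signal = luminescence with SteadyLite reagent, 15 min at room temperature | evaluation = % enhancement relative to plate controls after blank subtraction | benchmarks = plate controls and plate blanks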
Rad51 HR inh – blocks human Rad51 in homologous recombination; hRad51 DNA strand exchange, fluorescence dequenching; 200,000 tested, 0.085% active; inhibition, % at 10 µM; AID 1385;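 active means inhibition above 40% at the single screening dose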;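 further: 0% = DMSO control wells and 100% = blanks with heterologous ssDNA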
Target sequence (Q06609 whole entry, looked up): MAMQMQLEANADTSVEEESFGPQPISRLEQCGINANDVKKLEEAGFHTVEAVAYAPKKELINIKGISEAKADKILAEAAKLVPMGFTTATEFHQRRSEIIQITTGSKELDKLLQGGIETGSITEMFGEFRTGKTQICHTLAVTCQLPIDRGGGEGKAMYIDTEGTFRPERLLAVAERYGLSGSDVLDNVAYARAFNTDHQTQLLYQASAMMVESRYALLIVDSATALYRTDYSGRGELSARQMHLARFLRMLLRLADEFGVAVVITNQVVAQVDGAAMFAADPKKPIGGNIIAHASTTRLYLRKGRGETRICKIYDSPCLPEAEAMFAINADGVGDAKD
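Test system – preformed human Rad51 ssDNA filaments · Reagent – Donor/quencher-labelled 47-bp dsDNA substrate · Incubation – 37 °C 15-min filament assembly, 30-min compound preincubation, 15-min exchange · Signal – FRET fluorescence dequenching, excitation 485 nm, emission 520 nm · Read-out – percent inhibition from fluorescence, normalised to plate control and blank means · Benchmarks – plate control and blank wells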
KCC2 mod – modulators of human KCC2 chloride dependent transport; Q9H2X9; AID 1456; KCC2 cells, thallium flux FluoZin-2 fluorescence; B-score of Tl+ flux slope (higher = more flux/activation; lower = inhibition) at 10 µM; 190,000 tested, 2.2% active;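 active means thallium flux slope and its plate-corrected score both differing from the plate sample mean at a set confidence after two filtering rounds, in either direction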;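 further: slope of fluorescence scaled to starting intensity during 10 to 20 s after thallium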
zVAD death inh – L929 zVAD cell death inhibition; L929 zVAD necroptosis rescue, ATP luminescence, 24 h; with zVAD 60 µM; viability rescue, % at 10 µM; 220,000 tested, 0.38% active;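 active means activation, scaled between plate controls, above about 75%, limit read from the data; inactive means activation under that limit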;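 further: 0% = zVAD with DMSO and 100% = DMSO alone without zVAD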
PERK inhibitor – inhibitors of human PERK kinase; 220,000 tested, 0.17% active; CHO PERK-DD fusion, SEAP luminescence translation reporter; Q9NZJ5; inhibition, % at 5.6 µM;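 active means inhibition above the mean inhibition of all tested compounds plus 3 SD, set separately per screening campaign, cut at about 2.9% in these data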;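 further: PERK kinase domain activated by AP20187 dimerizer at 100 nM; 0% = DMSO with dimerizer and 100% = rapamycin at 8.4 µM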
Calpain2 inh – blocks pig calpain II enzyme activity | inhibition, % at 16 µM | 220,000 tested, 0.37% active | purified calpain II, fluorogenic peptide substrate, 30 min;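 active means inhibition above about 50%, limit read from the data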
TNF death inh – blocks TNF-alpha induced death of Jurkat FADD-/- cells | Jurkat FADD-/- TNF necroptosis rescue, ATP luminescence, 24 h; 0 = TNF only, 100 = no-TNF cells | activation (protection from cell death), % at 10 µM | 220,000 tested, 0.068% active;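 active means activation, meaning protection from cell death, of at least 50% relative to plate controls; inactive means activation below 50%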;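 further: necroptosis triggered by 40 ng/mL TNF-alpha added together with compound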
The depositor's hits bear a star; / = no result given; [ ] = remark or other dose.

SMILES	eIF4E-4G inh	EBV gp42 block	Mdm2 ligase inh	Rad51 HR inh	KCC2 mod	zVAD death inh	PERK inhibitor	Calpain2 inh	TNF death inh
COc1cc(C(=O)NC(=S)NNC(=O)c2cnccn2)cc(OC)c1OC	1	1	-23	1	0.17	1.5	-0.5	34	-1.8
CN(CC(=O)N1CCN(c2ccc(F)cc2)CC1)S(=O)(=O)c1ccc(F)cc1	10	-14	-5	0	/	0.0	0.0	-33	0.4
OCCNc1nc(Nc2ccccc2)nc2ccccc12	-1	1	-12	2	-0.57	-0.3	-0.1	19	-1.1
O=C(Nc1ccc(S(=O)(=O)N2CCOCC2)cc1)c1ccc(CN2CCc3ccccc3C2)cc1	0	-11	-3	-12	0.34	1.3	-0.2	-15	-20
COc1ccc(NC(=O)N2CCC(O)(c3cccnc3)CC2)c(OC)c1	6	-19	1	-1	0.51	-0.1	0.3	0	-0.6
Cc1ccc2[nH]c(O)c(N=NC(=O)c3ccc(NS(=O)(=O)c4cccs4)cc3)c2c1	0	58*	/	5	0.52	66	0.4	-33	1.7
CCOC(=O)Cn1nnnc1C(CC)N(Cc1cc2ccc(C)cc2[nH]c1=O)C1CCCC1 (stereo unspecified)	-2[fluorescence artefact?]	-14	-6	4	/	-0.2	-0.5	6	-0.8
CC1CCc2c(sc3ncnc(NCCN4CCOCC4)c23)C1 (stereo unspecified)	51*	-6	-9	5	-0.15	0.0	/	4	0.7
Cc1c(/C=N/NC(=O)c2cccnc2)cc(C#N)n1C	0	-15	3	25	0.21	0.8	1.7	-6	-1.0
Cc1cccc(NC(=O)CCNS(=O)(=O)c2cccc3nonc23)c1	4	6	-25	/	-0.068	-0.5	2.3	38	0.7
CCC(C)Oc1cc(-c2ccnc(Nc3cccc(Cl)c3)n2)ccn1 (stereo unspecified)	-3	-17	5	-5	0.64	30	/	-17	6.1
CC(=O)OC(C(=O)NCCc1ccccc1)c1cccnc1 (stereo unspecified)	-2	-17	-11	-3	2.3	-0.3	0.4	-27	-2.9
CCOC(=O)N1CCC(NC(=O)c2ccc(CS(=O)(=O)c3c(Cl)cccc3Cl)o2)CC1	3	-6	-25	0	0.3	-0.8	-1.0	-5	0.3
O=C(C1CCCCN1S(=O)(=O)c1ccccc1)N1CCN(C(c2ccccc2)c2ccccc2)CC1 (stereo unspecified)	-8	-6	-17	0	0.43	0.0	-1.3	-64	0.6
S=C(NCCCNC(=S)Nc1ccccc1)Nc1ccccc1	1	-2	-7	/	1.8	0.3	-0.8	18	-0.1
COCCNC(=O)C(c1ccc(Cl)cc1)N(CCOC)C(=O)CCC(=O)Nc1nccs1 (stereo unspecified)	4	3	9	-104	/	1.2	0.3	-8	-0.1
OCCNC(=S)Nc1ccc(Cl)c(Cl)c1	-2	7	1	7	-0.2	1.2	0.8	17	2.4
COc1ccc(C(=O)CSc2nnc(-c3ccco3)n2CC2CCCO2)cc1 (stereo unspecified)	6	-21	7	-1	-2.3	1.6	-0.5	0	0.9
COc1ccc2sc(C)[n+](C)c2c1	-1	-17	-4	/	1.9	-0.7	2.1	-10	-2.5
CC(C)(C)c1ccc(S(=O)(=O)NCC(=O)N2CCN(C(=O)c3ccco3)CC2)cc1	-3	-13	-10	-2	/	1.3	-0.9	-21	0.7

Whole records from above:
`CN(CC(=O)N1CCN(c2ccc(F)cc2)CC1)S(=O)(=O)c1ccc(F)cc1` reads eIF4E-4G inh: 10; EBV gp42 block: -14; Mdm2 ligase inh: -5; Rad51 HR inh: 0; KCC2 mod: /; zVAD death inh: 0.0; PERK inhibitor: 0.0; Calpain2 inh: -33; TNF death inh: 0.4
`O=C(Nc1ccc(S(=O)(=O)N2CCOCC2)cc1)c1ccc(CN2CCc3ccccc3C2)cc1` reads eIF4E-4G inh: 0; EBV gp42 block: -11; Mdm2 ligase inh: -3; Rad51 HR inh: -12; KCC2 mod: 0.34; zVAD death inh: 1.3; PERK inhibitor: -0.2; Calpain2 inh: -15; TNF death inh: -20

The main list resumes, starting three compounds before the break.
SMILES	eIF4E-4G inh	EBV gp42 block	Mdm2 ligase inh	Rad51 HR inh	KCC2 mod	zVAD death inh	PERK inhibitor	Calpain2 inh	TNF death inh
COc1ccc(C(=O)CSc2nnc(-c3ccco3)n2CC2CCCO2)cc1 (stereo unspecified)	6	-21	7	-1	-2.3	1.6	-0.5	0	0.9
COc1ccc2sc(C)[n+](C)c2c1	-1	-17	-4	/	1.9	-0.7	2.1	-10	-2.5
CC(C)(C)c1ccc(S(=O)(=O)NCC(=O)N2CCN(C(=O)c3ccco3)CC2)cc1	-3	-13	-10	-2	/	1.3	-0.9	-21	0.7
Nc1nonc1C(=O)NCCNc1ccc([N+](=O)[O-])cn1	1	-48	-14	10	0.68	4.9	0.8	-20	0.7
O=C(c1ccc(N2CN(C(=O)c3ccco3)c3nc4ccccc4nc32)cc1)N1CCOCC1	4	-22	-28	9	0.75	0.2	-0.4	-6	-5.8
Cn1cccc1C(C#N)(CC#N)c1cccc(F)c1C#N (stereo unspecified)	-4	0	-11	/	-0.013	0.7	0.1	-11	-0.6
CCOCCc1c(O)nc(SCC(=O)NCc2ccco2)[nH]c1=O	1	-15	-26	-8	-0.073	-0.1	0.8	-16	-2.7
Cn1nc(-c2ccc3c(c2)OCCO3)c2ccccc2c1=O	-4	4	-13	8	-0.31	3.8	0.0	-4	-3.7
Cc1cc(=O)[nH]c(SCC(=O)Nc2nc(-c3ccccc3)c(-c3ccccc3)o2)n1	3	-8	-17	9	-3	-0.1	0.4	-24	1.4
COC(=O)c1ccc(NC(=O)CSc2nnnn2C2CCCCC2)cc1	1	-4	3	7	-0.75	-0.3	0.7	6	0.2
CC(=O)NC(Cc1ccc(C(C)C)cc1)C(=O)NC1CCN(c2nc(C)cc(C)n2)CC1 (stereo unspecified)	/	-14	-7	4	/	0.5	0.4	-101	-1.5
O=C(NN1C(=O)C2C(C1=O)C1C=CC2C12CC2)c1ccc(Cl)cc1 (stereo unspecified)	9	-10	-10	-11	0.58	0.8	0.0	12	1.3
O=C(CSc1nc2ccccc2c(=O)n1-c1ccccc1)N1CCc2ccccc2C1	4	8	-3	/	-2.7	/	-1.2	3	-2.3
COc1ccc(OC)c2[nH]c(=O)c(CCNC(=O)C(=O)c3c[nH]c4ccccc34)cc12	1	-7	-14	-3	-0.023	2.0	0.3	-39	0.5
COc1ccc(NC(=S)NNC(=O)Cn2nc(C(F)F)cc2C(F)F)cc1	-7	0	3	6	1.2	0.7	0.1	-4	-0.8
CCc1ccc(C(=O)COC(=O)CCc2nc3ccccc3c(=O)[nH]2)cc1	-1	-5	-2	/	0.5	0.2	1.3	19	1.1
CC(=O)c1cc(N2CCOCC2)ccc1[N+](=O)[O-]	3	5	-7	1	0.53	2.1	1.2	20	-0.1
CCCCC(c1nnnn1CC1CCCO1)N1CCN(c2cc(Cl)ccc2C)CC1 (stereo unspecified)	-3	-7	-15	-9	-0.037	0.1	-0.2	17	-2.4
COCCN(C(=O)CN1CCc2ccccc2C1)c1c(N)n(Cc2ccccc2)c(=O)[nH]c1=O	4[fluorescence artefact?]	12	-9	0	/	0.1	-0.2	-5	-1.8
O=C1c2ccccc2C(=O)N1CCCCN(C(=O)c1cc2ccccc2oc1=O)c1ccc(Cl)cc1	-5	-1	1	-4	-0.43	0.5	0.4	28	3.2
COc1cc(C(F)(F)F)c(C(=O)N(C)Cc2cccc(Cl)c2)cn1	0	-4	1	-2	-1.8	0.0	-0.4	-12	0.8
CCOC(=O)Cc1nnc(Nc2ccc(C)cc2)c2ccccc12	5	-6	-11	-1	0.59	0.6	-0.5	24	-4.4
Cc1ccc(S(=O)(=O)NNC(=O)C2CCN(Cc3ccccc3)CC2)cc1	-2	2	-19	2	/	-0.1	0.5	-2	-2.9

(list continues)
SMILES	eIF4E-4G inh	EBV gp42 block	Mdm2 ligase inh	Rad51 HR inh	KCC2 mod	zVAD death inh	PERK inhibitor	Calpain2 inh	TNF death inh
COC(=O)Cn1ccc(-c2ccc(Cl)cc2)c(C#N)c1=O	-4	-2	-18	6	-0.96	3.3	1.1	-62	-0.7
COc1cccc(CC2(CO)CCCN(Cc3cn[nH]c3-c3cc(C)ccc3C)C2)c1 (stereo unspecified)	1	-13	-2	-1	0.08	1.4	-0.2	9	2.9
COc1cc(/C=C/C(=O)OCC(=O)NC(=O)NCc2ccccc2)ccc1OCC#N	-2	-6	-4	/	/	0.5	1.0	-73	0.3
Nc1c(C(=O)OCC2CCCO2)c2nc3ccccc3nc2n1C1CCCCC1 (stereo unspecified)	-1	-13	-11	-1	-0.62	5.6	-0.6	-331	1.3
Cc1ccc(C)c(N2CCN(C(=O)CN(C)S(=O)(=O)c3cnc[nH]3)CC2)c1	2	7	/	0	-1.8	2.1	1.2	5	0.0
Cn1c(=O)c(=O)n(C)c2cc(S(=O)(=O)NCCN3CCN(c4ccccc4F)CC3)ccc21	-3	-6	-1	1	-0.14	0.3	1.7	-27	1.2
COc1cc(OC)c2c(-c3ccccc3)cc(=O)oc2c1C(CCN1CCN(c2ccccc2)CC1)c1ccc(N(C)C)cc1 (stereo unspecified)	-2	-13	2	5	0.61	0.0	/	-54	4.3
CC(C)[C@H](NC(=O)c1ccccc1)C(=O)OCC(=O)NCc1ccc(F)cc1	1	-7	-13	-9	-2	1.5	1.2	2	-0.2
O=C(O)C/C=C(/NC(=O)OCc1ccccc1)C(=O)OCc1ccccc1	-1	0	-12	-5	-1.7	4.4	-0.7	-4	0.7
COc1ccc2cc3c(N)nn(C(=O)Cc4ccccc4OC)c3nc2c1	6	10	-19	4	-1.1	5.7	0.5	-47	-2.3
